# G9a block: qHTS Assay for Inhibitors of Histone Lysine Methyltransferase G9a; Histone-lysine N-methyltransferase EHMT2 (Homo sapiens), Q96KQ7; Potency, µM (doses to about 102 µM), for the others: top-dose activity, negative = inhibition, hits mostly inhibitors; G9a H3K9 monomethylation, AlphaScreen, 2 h; actives 8.8% (n = 350,000); also: potency is read from the fitted curve at half-maximal effect; % is scaled to controls: 0 for no effect and ±100 for the full control effect; nearly all actives have a fitted effect of over 75% in size
#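 Using a bead-based AlphaScreen, monomethylated H3K9 product from 2 h room-temperature reactions (G9a 20 nM, peptide 500 nM, SAM 20 uM) was detected with 0.5 ug/mL rabbit anti-H3K9me1 antibody.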
# JMJD2A Tudor inh: qHTS Assay for Inhibitors of JMJD2A-Tudor Domain; Lysine-specific demethylase 4A (Homo sapiens), O75164; Potency, µM (highest dose often 114 µM), for inactives: at the highest dose activity change, negative = inhibition, usual class: inhibitors; AID 504339, 2011; actives 4.4% (n = 390,000); AlphaScreen JMJD2A-Tudor / H3K4me3 peptide binding; also: potency is read from the fitted curve at half-maximal effect; % is scaled to controls: 0 for no effect and ±100 for the full control effect; nearly all actives have a fitted effect of over 50% in size
# HP1b chromo inh: HTS for Inhibitors of HP1-beta Chromodomain Interactions with Methylated Histone Tails. AlphaScreen HP1-beta / biotin-H3K9me3 peptide binding. Potency, µM (top dose mostly 114 µM), inactives show top-dose activity change, negative = inhibition, actives largely listed as inhibitors. actives 0.56% (n = 390,000). AID 540317, 2011; also: potency is read from the fitted curve at half-maximal effect; nearly all actives have a fitted effect of over 70% in size; inactives centre near 23
#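 Compound inhibition of the preformed complex between 50 nM HP1-beta and 50 nM biotinylated H3K9me3 peptide was read by AlphaScreen. Buffer was PBS pH 7.4 with 0.01% Tween-20. Incubations ran 30 min at room temperature, with 10 ug/mL donor/acceptor beads.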
# PI4K2A inh: qHTS for small molecular inhibitors of PI4K2A; purified PI4K2A, ADP-Glo luminescence, 1 h; stronger effect = lower value; AID 1346378, 2018; Phosphatidylinositol 4-kinase type 2-alpha (Homo sapiens), Q9BTU6; actives 0.13% (n = 420,000); activity change, negative = inhibition, % at 76.9 µM; in the data active = activity change below about -50%; inconclusive = mostly about -30% to -49%;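 also: -100% = wells without enzyme as full effect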
#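 Compounds are screened against recombinant PI4K2A using PI as substrate and ATP, the latter dispensed at 300 microM. Reactions run one hour at ambient temperature before ADP-Glo detection; full inhibition defined by wells lacking enzyme.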
# ERG Ets-DNA blk: qHTS for Small Molecule Inhibitors of the ERG Ets/DNA interaction | fluorescence polarization, His-ERG Ets domain / labelled DNA | Potency, µM (highest dose often 76.9 µM), for the others: at the highest dose FP activity, negative = inhibition, most hits filed as inhibitors | actives 0.028% (n = 370,000) | AID 624246, 2012; active = well fitted inhibition curve with a large enough effect in the polarisation, with a control signal flat; inconclusive = small, poorly fitted or top-dose-only effect, or effect the other way, or a change in a side signal; inactive = no such curve, though single readings can be large or run the other way; the % refers to the polarisation;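 also: polarization taken with two DNA probes labelled with fluorescein and Texas red; potency is read from the fitted curve at half-maximal effect; % of control where 0% means no effect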
#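 His-tagged ERG Ets domain (1 uM in the protein solution; 300mM KCl, 50mM Tris-HCl, 1mM EDTA, 1mM DTT, pH 7.5) received compound, then a probe mix of 5 nM fluorescein-DNA and 100nM Texas-615-DNA. Fluorescence polarization was read for both dyes.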
# BAZ2B inh: qHTS Assay for Inhibitors of BAZ2B | actives 4.4% (n = 360,000) | Bromodomain adjacent to zinc finger domain protein 2B (Homo sapiens), Q9UIF8 | AlphaScreen BAZ2B-H3K14Ac peptide displacement | Potency, µM (top dose mostly 114 µM), without a hit: at the highest dose activity change, negative = inhibition, hits mostly inhibitors | AID 504333, 2011; also: potency is read from the fitted curve at half-maximal effect; % is scaled to controls: 0 for no effect and ±100 for the full control effect; nearly all actives have a fitted effect of over 60% in size
# Target sequence (Q9UIF8 whole entry, looked up, the tested form may be a part): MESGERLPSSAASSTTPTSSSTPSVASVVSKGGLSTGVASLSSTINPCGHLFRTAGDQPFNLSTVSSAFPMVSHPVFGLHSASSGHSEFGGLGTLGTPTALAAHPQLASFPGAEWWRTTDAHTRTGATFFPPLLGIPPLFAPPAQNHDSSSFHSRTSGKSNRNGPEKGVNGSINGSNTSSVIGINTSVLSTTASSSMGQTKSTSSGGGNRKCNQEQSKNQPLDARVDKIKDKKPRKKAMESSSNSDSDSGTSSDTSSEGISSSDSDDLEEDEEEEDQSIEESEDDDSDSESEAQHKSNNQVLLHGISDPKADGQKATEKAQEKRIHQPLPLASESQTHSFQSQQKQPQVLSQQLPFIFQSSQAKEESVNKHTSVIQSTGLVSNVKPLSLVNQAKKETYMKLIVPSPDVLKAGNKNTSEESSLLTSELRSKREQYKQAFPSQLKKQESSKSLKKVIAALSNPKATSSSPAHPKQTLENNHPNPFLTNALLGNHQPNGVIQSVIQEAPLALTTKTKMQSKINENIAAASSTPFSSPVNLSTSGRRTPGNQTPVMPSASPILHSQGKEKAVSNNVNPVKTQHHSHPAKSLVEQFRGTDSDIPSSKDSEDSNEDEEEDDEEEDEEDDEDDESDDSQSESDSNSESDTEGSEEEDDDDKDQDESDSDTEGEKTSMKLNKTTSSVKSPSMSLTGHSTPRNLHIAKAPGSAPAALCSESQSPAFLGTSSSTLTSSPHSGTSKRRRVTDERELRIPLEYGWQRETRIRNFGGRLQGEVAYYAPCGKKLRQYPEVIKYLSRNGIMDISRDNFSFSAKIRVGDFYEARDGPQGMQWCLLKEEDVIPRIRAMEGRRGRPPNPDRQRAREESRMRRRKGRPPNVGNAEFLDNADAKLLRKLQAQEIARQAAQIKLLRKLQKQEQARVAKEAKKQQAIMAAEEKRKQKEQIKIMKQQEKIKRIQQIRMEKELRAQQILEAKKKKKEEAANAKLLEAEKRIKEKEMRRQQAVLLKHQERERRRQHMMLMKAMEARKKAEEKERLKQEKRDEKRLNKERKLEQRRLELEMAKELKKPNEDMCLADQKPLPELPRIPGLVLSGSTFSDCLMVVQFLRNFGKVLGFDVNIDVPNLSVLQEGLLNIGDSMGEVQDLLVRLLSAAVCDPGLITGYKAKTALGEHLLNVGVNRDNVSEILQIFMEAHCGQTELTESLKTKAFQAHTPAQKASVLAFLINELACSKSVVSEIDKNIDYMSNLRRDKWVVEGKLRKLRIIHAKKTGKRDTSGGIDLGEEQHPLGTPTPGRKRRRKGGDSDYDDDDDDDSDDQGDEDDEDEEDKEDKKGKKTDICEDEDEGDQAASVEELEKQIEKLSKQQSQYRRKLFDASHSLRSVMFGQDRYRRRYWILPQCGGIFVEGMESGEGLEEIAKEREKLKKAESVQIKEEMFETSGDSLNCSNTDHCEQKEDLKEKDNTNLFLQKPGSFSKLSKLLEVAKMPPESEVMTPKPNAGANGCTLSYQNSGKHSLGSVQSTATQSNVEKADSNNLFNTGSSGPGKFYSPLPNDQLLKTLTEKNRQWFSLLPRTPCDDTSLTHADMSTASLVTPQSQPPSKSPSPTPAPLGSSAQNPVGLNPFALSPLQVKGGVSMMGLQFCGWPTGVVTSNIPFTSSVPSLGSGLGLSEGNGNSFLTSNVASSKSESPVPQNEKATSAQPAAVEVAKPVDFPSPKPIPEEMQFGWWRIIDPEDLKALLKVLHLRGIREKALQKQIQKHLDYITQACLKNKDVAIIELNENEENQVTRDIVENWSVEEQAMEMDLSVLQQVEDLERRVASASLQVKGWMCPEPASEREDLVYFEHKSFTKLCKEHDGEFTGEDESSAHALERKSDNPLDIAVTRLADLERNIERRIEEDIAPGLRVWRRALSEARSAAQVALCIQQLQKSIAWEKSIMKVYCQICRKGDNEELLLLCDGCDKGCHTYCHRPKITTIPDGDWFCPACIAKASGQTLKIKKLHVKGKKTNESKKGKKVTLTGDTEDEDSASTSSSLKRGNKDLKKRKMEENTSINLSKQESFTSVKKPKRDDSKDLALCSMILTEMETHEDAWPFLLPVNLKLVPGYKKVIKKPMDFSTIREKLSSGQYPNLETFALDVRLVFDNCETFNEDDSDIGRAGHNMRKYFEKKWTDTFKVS
#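 AlphaScreen displacement: compounds (up to 110uM) incubated 30 min at room temperature with a preformed 50 nM BAZ2B/50 nM biotinylated H3K14Ac peptide complex in PBS pH 7.4 with Tween-20. Donor and acceptor beads at 10 ug/mL final added, 20 min light-protected before reading.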
# GLS inh: qHTS for Inhibitors of Glutaminase (GLS); Glutaminase kidney isoform, mitochondrial (Homo sapiens), O94925; actives 0.21% (n = 410,000); Potency, µM (top dose mostly 45.5 µM), without a hit: at the highest dose activity change, negative = inhibition, actives largely listed as inhibitors; GLS enzymatic activity, qHTS titration; also: potency is read from the fitted curve at half-maximal effect; % is scaled to controls: 0 for no effect and ±100 for the full control effect
#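 hKGA in 45 mM KH2PO4 pH 8.2, 0.02% Tween-20 with pin-transferred compounds; 1 mM L-glutamine (stock) plus glutamate oxidase/HRP/Amplex Red coupling added. Fluorescence read initially and after 30 min at RT.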
# RGS4 inh: Inhibitors of Regulator of G Protein Signaling (RGS) 4: qHTS | Transcreener GDP fluorescence polarization, RGS4-accelerated GTP hydrolysis | Potency, µM (titrated, usually from 114 µM), inactives show at the highest dose activity change, negative = inhibition, hits mostly inhibitors | actives 0.039% (n = 390,000) | Regulator of G-protein signaling 4 (Homo sapiens), P49798; also: potency is read from the fitted curve at half-maximal effect; % is scaled to controls: 0 for no effect and ±100 for the full control effect; nearly all actives have a fitted effect of over 75% in size; some results filed as inactive show a strong effect at the top dose
#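 MLSMR compounds (23 nl, pin-transferred) preincubated 10 min at room temperature with a 500nM (2x) first reagent, then RGS4 at 900nM (2x) plus Transcreener GDP mix added; fluorescence polarization (620/688 nm) read before and after 90 min at 30 °C.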
# 12-LOX inh: Primary qHTS assay for inhibitors of human arachidonate 12S-lipoxygenase (ALOX12): Round 2. Polyunsaturated fatty acid lipoxygenase ALOX12 (Homo sapiens), P18054. purified 12hLO, xylenol orange hydroperoxide absorbance. Potency, µM (highest dose often 108 µM), for inactives: top-dose activity change, negative = inhibition, actives largely listed as inhibitors. actives 1.1% (n = 580,000). AID 1671190, 2021; also: potency is read from the fitted curve at half-maximal effect; % is scaled to controls: 0 for no effect and ±100 for the full control effect
#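 Hydroperoxide product was detected by ferrous iron/xylenol orange as the 573 to 405 nm absorbance ratio. Arachidonic acid at 40 uM (final) was turned over for 30 min at room temperature by 150 nM human 12hLO, pH 7.0 Hepes buffer, after 15 min compound preincubation.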
# * = called active by the depositor; ? = inconclusive; / = no result given; & = joins results of further samples; [ ] = another dose, or the depositor's remark. Unless noted, calls follow the shape of the dose curve; as a rule, active = well fitted curve in the direction sought with a large enough effect; inconclusive = small, poorly fitted or top-dose-only effect, or another doubt; inactive = no such curve, though single readings can be large; an effect the other way counts as inactive or inconclusive.
SMILES,G9a block,JMJD2A Tudor inh,HP1b chromo inh,PI4K2A inh,ERG Ets-DNA blk,BAZ2B inh,GLS inh,RGS4 inh,12-LOX inh
O=C(CC(=O)N1CCN(c2ccccn2)CC1)Nc1ccc2nc3n(c(=O)c2c1)CCCCC3,-12%,-4%,27%,-5,6%,3%,0%,-6%,2%
O=C1/C(=C/c2ccccn2)SC(=S)N1NS(=O)(=O)c1ccccc1,?,-32%,-4%,-3,-8%,-20%,5%,2%,-18%
Cc1c(C)c2ccc(OCC(=O)NCCCn3ccnc3)cc2oc1=O,1%,22µM*,42%[activator],10,-3%,-17%[57.1 µM],1%,3%,0%&14%
O=C(COc1coc(CN2CCc3ccccc32)cc1=O)Nc1cccc(F)c1,-28%,-4%,12%,2,10%,-28%,1%,-17%,-17%
Cc1ccnc(NC(c2cccnc2)c2ccc3cccnc3c2O)c1 (stereo not drawn),6.3µM*,22µM*,?,-1,-5%,7.1µM*,0%,-30%,?
COc1ccccc1-c1noc(CCCC(=O)Nc2cccc(C(F)(F)F)c2)n1,12%[59 µM],-4%,-1%,-2,-1%,0%,-7%,-5%,-20%
Cc1nc2ccccn2c1C(=O)NCc1ccc2c(c1)OCO2,2%,-13%,9%,-4,/,7%,2%,9%,23%
CCc1cccc(CC)c1NC(=S)NCCc1c(C)[nH]c2ccc(C)cc12,40µM*,32µM*,-22%,1,-2%,28µM*,-4%,28%,?
Cc1cccc(CSc2nc3[nH]ncc3c(=O)[nH]2)c1,19%,-14%,24%,-4,-7%,-9%,13%,36%,-2%
Nn1c(SCC(=O)NCCN2C(=O)CSC2=O)nnc1-c1ccc(OC(F)F)cc1,-1%,1%,21%,4,-3%,6%,-3%,-25%,6%
COc1ccccc1N1CCN(C(=O)C2CCCN(S(=O)(=O)c3ccc4c(c3)oc(=O)n4C)C2)CC1 (stereo not drawn),3%&-6%[59 µM],-16%&-13%,22%&4%,-1&3,4%&-2%,-38%&3%,6%&2%,5%&-10%,-1%&-12%
CCCn1c(CN2CCCCC2C)nc2c1c(=O)n(C)c(=O)n2C (stereo not drawn),11%[59 µM],-7%,33%,0,0%,-6%,0%,1%,4%
COc1ccccc1CC(=O)Nc1ccc(S(=O)(=O)N2CCN(C)CC2)cc1,-9%,0%,25%,1,14%,-5%,6%,5%,3%
O=C1c2ccccc2NC(c2cccc(F)c2)N1Cc1ccco1 (stereo not drawn),?,-25%,13%,-4,/,56µM*,-5%,3%,?
COc1cc(C)c(NC(=S)Nc2ccc(Cl)c(Cl)c2)cc1OC,-26%[59 µM],-29%,?,-1,5%,-1%,21%,-22%,?
CCOc1ccc(S(=O)(=O)N2CCN(C(=O)c3oc4ccc(OC)cc4c3C)CC2)cc1,-34%,-25%,3%,-4,1%,-5%,1%,-19%,7%
C=CCNC(=O)NC(=O)COC(=O)CC(NC(N)=O)c1ccc(Cl)cc1 (stereo not drawn),1%[59 µM],-20%[57.1 µM],47%[activator],-7,7%,-17%,0%,-19%,-16%
COC(=O)c1ccccc1NC(=O)c1cccc(COc2ccccc2Cl)c1,39%[59 µM],24%,143%[activator],0,5%,35%,0%,-26%,0%
O=C(Cc1ccc2c(c1)OCCO2)N1CCN(c2ccccc2)CC1,50µM*,-27%,-8%,-14,7%,-15%,-5%,-20%,-7%
Cc1ccc(C(C(=O)NCC2CCCO2)N(C(=O)c2snc(C(N)=O)c2N)c2ccc(C(C)C)cc2)o1 (stereo not drawn),?,-24%,1%,-3,5%,-37%,0%,16%,?
CCOc1ccc(NS(=O)(=O)c2ccc(C(=O)N(C)CC(=O)Nc3ccccc3Br)cc2)cc1,/,-4%,36%,3,-7%,/,2%,-6%,10%
CCOc1cccc2sc(NC(=O)CC)nc12,-7%[12.7 µM],-5%,11%,-1,/,3%,4%,2%,2%[57.4 µM]
COc1cc(C(C)=O)ccc1OCC(O)CN1CCN(c2ccc(C)cc2C)CC1 (stereo not drawn),-45%[0.501 µM],-18%,22%,1,-1%,-30%,-3%,-32%,-2%
NS(=O)(=O)c1ccc(CCNCc2ccccc2OCc2ccc(Cl)cc2)cc1,?,-21%,29%,6,-5%,-9%,-13%,-8%,-18%
CCC(C)Sc1oc(-c2ccco2)nc1S(=O)(=O)c1ccc(Cl)cc1 (stereo not drawn),-8%[59 µM],9%,42%[activator],-3,3%,-1%,-5%,-3%,?
Cc1cc(C)cc(C(=O)NC(=S)Nc2ccc(-c3cc4ccccc4oc3=O)cc2)c1,-1%[59 µM],-5%,-4%,5,-2%,4%,-8%,-6%,10µM*
O=c1[nH]c2ccccc2n1C1=CCCC1,-3%[59 µM],-20%,15%,8,-4%,8%,12%,20%,0%
COc1ccc(C2CC(c3ccco3)n3ncnc3N2)cc1 (stereo not drawn),-15%[59 µM],?,3%,-2,5%,-3%,25%,?,44%[activator]
Cc1c(C(=O)N2CCCCC2C)sc2ncnc(N3CCc4ccccc4C3)c12 (stereo not drawn),-47%,-21%,10%,1,-11%,-26%,0%,7%,-5%
CCc1c(C)sc(NC(=O)c2cc(C)no2)c1C#N,13µM*,-18%,-17%,5,-5%,?,7%,-28%,-23%

# Shown as a hit in 12-LOX inh (from the list above):
SMILES,G9a block,JMJD2A Tudor inh,HP1b chromo inh,PI4K2A inh,ERG Ets-DNA blk,BAZ2B inh,GLS inh,RGS4 inh,12-LOX inh
Cc1cc(C)cc(C(=O)NC(=S)Nc2ccc(-c3cc4ccccc4oc3=O)cc2)c1,-1%[59 µM],-5%,-4%,5,-2%,4%,-8%,-6%,10µM*

# Next part
SMILES,G9a block,JMJD2A Tudor inh,HP1b chromo inh,PI4K2A inh,ERG Ets-DNA blk,BAZ2B inh,GLS inh,RGS4 inh,12-LOX inh
Cc1cc(C)n2nc(SCCC(=O)NCCc3ccccc3)nc2n1,?,-11%,9%,-6,1%,-1%,5%,-29%,10%
C/C(=N/O)c1c(O)c(C)c(-c2ccccc2)n(-c2ccccc2)c1=O,18%[59 µM],?,25%,-2,14%,?,23%,2%,-7%
COc1ccc(NC(=O)COC(=O)COc2cccc(Br)c2)cc1OC,-2%,-2%,17%,2,-1%,-19%,90%[activator],-10%,-3%
N#Cc1cc2c(nc1SCC(=O)Nc1sc3c(c1C#N)CCC3)CCCCC2,-15%[59 µM],-23%,27%,2,5%,0%,4%,-10%,-8%
CCS(=O)(=O)c1ccc(O)c(NC(=O)c2cc(OC)c(OC)c(OC)c2)c1,-8%[59 µM],-1%,28%,17,4%,5%,-2%,7%,12%
COc1cc(OC)c(OC)cc1CNCCSc1nnnn1-c1ccccc1,-27%[59 µM],?,7%,-3,-2%,?,-2%,-17%,6%
CC(C)OC(=O)Nc1ccc2c(c1)N(C(=O)N1CCN(C)CC1)c1ccccc1CC2,?,0.89µM*,45µM*,-4,3%,40µM*,-13%,-2%,?
CCOC(=O)c1nnn(-c2nonc2N)c1CN1CCCCCC1,9%,-24%,17%,5,-3%,5%,11%,35%,2%
COc1cccc(NC(=O)COc2cc(C)cc3oc(=O)cc(C)c23)c1,-12%,-13%,47%[activator],10,1%,3%,-3%,4%[56.9 µM],15%&-5%
CCCCCCn1c(NCC)nc2c1c(=O)[nH]c(=O)n2C,-5%[12.7 µM],-11%,14%,-3,-5%,-35%,18%,6%,25%
COc1ccc(S(=O)(=O)N(CCC#N)Cc2ccco2)cc1OC,?,-18%,27%,3,-4%,-6%,-1%,5%,0%
CN(C)/C=C(\C#N)C(=O)N/N=C/c1ccccc1,4%,-14%,30%,-6,-2%,19%,0%,-4%,0%
CCc1ccc(-c2cc3c(=O)n(CC(=O)N4CCCC4)nc(C)n3n2)cc1,?,-31%,20%,-13,2%,-22%,-10%,-15%[11.4 µM],-11%
CC(=O)Oc1ccc(-c2cccc(C(=O)NCC(=O)O)c2)cc1,8%[59 µM],-21%,27%,7,3%,-1%,-2%,11%,-23%
CCC(=O)Nc1ccc(C(=O)CN2C(=O)NC3(CCCCCC3)C2=O)cc1,?,-5%,46%[activator],2,13%,4%,-6%,7%,-13%
COc1ccc(OCC(=O)OCCN2C(=O)c3ccccc3C2=O)cc1,18%[59 µM],-3%,33%,-4,-5%,/,/,-8%,?
O=C(NNc1cc(Cl)cc(Cl)c1)C1CCC1,?,-7%,20%,-1,-1%,4%,?,-17%,0%
CC(/C=N/NC(=O)CSc1n[nH]c(=O)[nH]c1=O)=C\c1ccccc1,13%,3%,16%,3,-9%,1%,-8%,-13%,1%
O=C(N/N=C\c1cccc([N+](=O)[O-])c1O)C1COc2ccccc2O1 (stereo not drawn),-3%[59 µM],?,11%,1,5%,35µM*,21%,-19%,-11%

# Assay outcomes from PubChem.

# An excerpt; the hit share may differ from the screen's.
